# Screening data deposited in PubChem by Broad Institute.
# Cneo AK release: causes C. neoformans cell lysis | hit rate 0.2% among 360,000 | adenylate kinase release luminescence, 4 h; normalised: neutral wells 0, clomiphene wells 100 | lysis activity, % at 15 µM;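 active = mean lysis activity across replicates of at least 80%, whatever share of replicates individually reach that level; inactive = mean lysis activity below 80%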
#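 Schedule: static 4 h at 37 °C with compound, 1 h detection; system: C. neoformans cells; benchmarks: Clomiphene as positive control; buffer or medium: fresh YPD medium; measure: luminescence rise reflecting yeast cell lysis; measured by: luminescent adenylate kinase detection reagent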
# ERp5 inh: inhibitors of human ERp5; ERp5 insulin aggregation, absorbance 650 nm, 90 min; inhibition, % at 9.99 µM; AID 651711; Q15084; hit rate 0.05% among 350,000;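 active = mean replicate inhibition above about 25%, with every replicate also reaching it, limit read from the data, passing the limit was not always enough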
# Target sequence (Q15084 whole entry, looked up): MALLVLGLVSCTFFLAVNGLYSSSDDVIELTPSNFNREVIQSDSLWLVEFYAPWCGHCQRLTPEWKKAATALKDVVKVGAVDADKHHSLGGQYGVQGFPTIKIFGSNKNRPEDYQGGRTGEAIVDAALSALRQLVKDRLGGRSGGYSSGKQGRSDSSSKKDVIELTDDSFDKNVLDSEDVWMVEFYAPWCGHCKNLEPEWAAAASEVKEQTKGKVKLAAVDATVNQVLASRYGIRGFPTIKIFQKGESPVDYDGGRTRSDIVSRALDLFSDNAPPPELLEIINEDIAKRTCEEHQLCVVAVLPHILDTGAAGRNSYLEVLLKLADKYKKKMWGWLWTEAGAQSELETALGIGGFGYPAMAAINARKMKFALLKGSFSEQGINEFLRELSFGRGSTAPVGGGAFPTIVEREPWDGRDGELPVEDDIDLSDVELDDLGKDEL
# esBAF inh: blocks esBAF chromatin remodeling in mouse ES cells | hit rate 2% among 350,000 | reporter increase, % at 12.5 µM | Bmi1-luciferase knock-in reporter, 24 h; 100% = twice the neutral-well signal; in the data active = activation above about 40%;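 note: 0% = median of the plate's neutral control wells and 100% = double that signal; a rise in the Bmi1 reporter signal indicates esBAF inhibition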
# C2C12 statin: suppression of simvastatin myotoxicity; AID 602340; C2C12 myotubes + simvastatin, ATP luminescence, 48 h; scaled: DMSO 0, geranylgeraniol control 100; rescue of ATP level, % at 7.49 µM; hit rate 0.78% among 330,000;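 active = mean ATP rescue above about 67%, or every replicate alone reaching that limit, limit read from the data, passing the limit was not always enough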;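 note: myotubes were challenged with 10 µM simvastatin during compound exposure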
# ARNT TACC3 PPI: ARNT/TACC3 interaction disruption | Q9Y6A5 | AlphaScreen His-ARNT PAS-B/GST-TACC3 binding, luminescence; TACC3 fragment carries E629A point mutation | inhibition, % at 9.99 µM | hit rate 0.66% among 390,000 | AID 623870;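 active = mean inhibition of replicates at least 50% and at least half of replicates each reaching 50%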;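 note: 0% = complete ARNT plus TACC3 wells and 100% = ARNT alone without TACC3; many hits fall short of the cut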
# miR-122 sensor: blocks miR-122 activity in Huh7 sensor cells; activation (reporter increase), % at 12.5 µM; Huh7 miR-122 Renilla luciferase sensor, 48 h; neutral wells = 0, positive control = 100; hit rate 0.3% among 340,000;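 active = mean replicate activation score at least 90 and every replicate individually at or above 90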;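 note: higher luciferase means less miR-122 activity so hits act as miR-122 inhibitors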
# SIRT5 inh: inhibitors of human sirtuin-5 desuccinylase; Q9NXA8; Purified SirT5, succinyl-peptide AMC, trypsin-coupled fluorescence; inhibition, % at 15 µM; hit rate 1.1% among 330,000; AID 652115; in the data active = inhibition above about 15%
# Target sequence (Q9NXA8 whole entry, looked up): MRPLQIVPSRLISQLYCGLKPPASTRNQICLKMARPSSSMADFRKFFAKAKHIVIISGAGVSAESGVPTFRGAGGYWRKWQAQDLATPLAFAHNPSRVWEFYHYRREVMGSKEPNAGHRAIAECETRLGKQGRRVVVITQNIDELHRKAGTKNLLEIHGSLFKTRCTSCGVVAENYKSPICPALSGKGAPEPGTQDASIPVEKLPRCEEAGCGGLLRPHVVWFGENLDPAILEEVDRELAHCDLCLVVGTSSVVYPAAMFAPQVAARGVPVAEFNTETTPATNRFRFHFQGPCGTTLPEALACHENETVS
# The depositor's hits bear a star; . = not tested or not shown; [ ] = remark or other dose. Compounds as they come; overall some 4% were active at least once.
no.	Structure	Cneo AK release	ERp5 inh	esBAF inh	C2C12 statin	ARNT TACC3 PPI	miR-122 sensor	SIRT5 inh
1	CN(C(=O)c1cccc(Cl)c1)C1CCCN(Cc2ccccc2F)C1 (configuration not stated)	-1	3	-3	-4	.	3	4
2	Cc1cc(C)nc(SCC(=O)NNC(=O)c2ccccc2C)n1	3	2	-7	8	-13	-5	-5
3	CCOc1ccc(NC(=O)CSCc2cnn(-c3ccccc3)c2-n2cccc2)cc1	5	.	-4	15	-35	-1	.
4	CCC(=O)N1CC[C@@H]2[C@@H](CO)Nc3ccc(-c4ccc(F)cc4)cc3[C@@H]21	-1	-6	-4	-26	0	-2[16.7 µM]	0
5	Cc1nc2ccc(S(=O)(=O)NC(CC(C)C)C(=O)O)cc2s1 (configuration not stated)	2	.	-3	-7	-8	1	.
6	O=c1c2ccccc2cnn1Cc1nnc(-c2cccs2)o1	1	-1	13	0	.	.	-2
7	O=C1NC(=O)/C(=C\c2ccc(Br)o2)S1	0	1	-3	-3	4	.	4
8	C[C@H](CO)N1C[C@H](C)[C@H](CN(C)S(=O)(=O)c2ccccc2)Oc2ccc(NC(=O)Cc3cn(C)c4ccccc34)cc2CC1=O	41	-4	-1	-14	3	-8[16.7 µM]	3
9	Cc1ccc(Cn2c(-n3nc(C)cc3C)nc3c2c(=O)[nH]c(=O)n3C)cc1	1	.	-10	3	0	-2	.
10	Cc1ccc(C(=O)NNC(=O)CSc2nnc3c(n2)[nH]c2ccc(F)cc23)cc1	1	.	3	-2	4	-6	.
11	Cc1ccccc1C1=N/C(=C/c2cccnc2)C(=O)O1	.	2	.	.	-4	.	0
12	O=C(C1CCCC1)N1[C@H](CO)[C@@H]2c3ccccc3N(S(=O)(=O)c3ccc(F)cc3)C[C@@H]21	-2	4	1	-1	8	40[16.7 µM]	1
13	COC(=O)c1cc(S(=O)(=O)NCC(C)c2ccccc2)c[nH]1 (configuration not stated)	1	-2	4	-4	.	6	.
14	O=C(N/N=C/c1c(Cl)cccc1Cl)c1cccc(F)c1	.	6	.	.	3	4	-5
15	CC(=O)N(/N=C/c1cccc(C)c1)c1nc(-c2ccc(Br)cc2)cs1	-1	.	-5	0	-4	4	.
16	CCc1ccc(Nc2cnn(-c3nc4ccccc4s3)c(=O)c2Cl)cc1	.	10	.	.	-4	.	-2
17	COc1ccc(C(=O)CCC(=O)O)cc1	-1	-14	-33	2	14	-4	.
18	C[C@]12CC[C@@H]3c4ccc(OC(=O)c5ccccc5)cc4CC[C@H]3[C@@H]1CC[C@@H]2O	-2	-5	4	-3	-8	2	6
19	CCNC(=O)C[C@@H]1CC[C@H]2[C@H](COc3ccc(NC(=O)c4ccc(C(F)(F)F)cc4)cc3C(=O)N2C)O1	-2	9	9	-3	10	-2[16.7 µM]	1
20	O=c1cc(-c2ccccc2)nc2nc(COc3ccccc3)[nH]n12	3	.	10	19	-25	-2	.
21	Fc1ccccc1OCCSc1nc2ccccc2o1	1	.	34	.	-10	-2	.
22	O=C(NC(=S)Nc1ccccc1Br)c1ccc2c(c1)OCO2	-3	8	.	.	-14	2	-3
23	O=C(NC(=S)Nc1cccc2cc(O)ccc12)c1ccco1	-6	-19	6	3	11	1	1
24	COc1ccccc1/C=C(/C(=O)NCCCn1ccnc1)c1ccccc1	2	6	-3	-3	0	0	5
25	CSCCC(NS(=O)(=O)c1cccc(C(F)(F)F)c1)C(=O)N(C)CCOc1ccc(Cl)cc1 (configuration not stated)	.	-4	-2	31	-2	-4	-1
26	C/C(=N/NC(=O)c1cc(-c2ccc(Br)s2)[nH]n1)c1ccco1	.	1	.	.	25	.	-2
27	CCOC(=O)C1(C)CCCN(C(=O)c2ccccc2C(F)(F)F)C1 (configuration not stated)	-4	3	-3	-5	.	-4	.
28	O=C(O)CCC1=C2c3ccccc3CCN2C(=O)CC1	12	.	-2	5	6	-1	.
29	Cn1ncc(Cl)c1C(=O)N1CCN(C(=O)c2ccco2)CC1	.	-3	-5	-3	8	-9	-4
30	C[C@H]1CCCCO[C@@H](CN(C)C(=O)NC2CCCCC2)[C@@H](C)CN([C@@H](C)CO)C(=O)c2cc(NC(=O)c3ccncc3)ccc2O1	52	1	4	.	-1	-3[16.7 µM]	2
31	COc1ccc(C(CNC(=O)c2c(C)nn(Cc3ccccc3)c2Cl)N2CCOCC2)cc1 (configuration not stated)	-2	-4	1	-5	.	.	-5
32	CC(NC(=O)CN1C(=O)c2ccccc2C1=O)c1ccccc1 (configuration not stated)	-2	1	-4	2	0	.	-1
33	CN1CCN(NC(=S)NC2CCCC2)CC1	.	5	.	.	-4	.	1
34	Cc1nnc(Sc2cc(C(=O)NCCCOC(C)C)c3ccccc3n2)s1	2	0	2	2	5	-5	-1
35	CCC(C)N(C(=O)CSc1nncn1C)C1CCS(=O)(=O)C1 (configuration not stated)	0	0	.	-6	-3	-3	-5
36	NS(=O)(=O)c1ccc(N/N=C/c2cn(-c3ccccc3)nc2-c2cccs2)c([N+](=O)[O-])c1	-1	5	-2	-73	-1	-2	-1
37	COc1cccc(OC)c1CNC(=O)CCSCc1ccccc1F	.	1	.	.	2	-2	-2
38	CN(C)Cc1ccccc1COc1ccccc1	2	-4	.	.	-3	-2	-1
39	COc1cc(OC)cc(C(=O)NCC(=O)Nc2ccc(-c3ccccc3)cc2)c1	1	3	40	-18	-3	.	2
40	CCOc1ccc(CC(=O)N/N=C(\C)c2cccnc2)cc1OCC	1	-2	-7	2	4	-17	-1
41	CN(C)C(CNC(=O)c1ccc(NS(=O)(=O)c2ccc3[nH]c(=O)[nH]c3c2)cc1)c1ccccc1 (configuration not stated)	0	2	-7	0	-24	6	1
42	COc1ccc(CNC2CCCC2)c(OC)c1OC	-1	4	-3	.	.	-3	-2
43	CC1=CC(C)(C)N2C(=O)C3(C(C#N)=C(N)Oc4cc(O)ccc43)c3c(C)c(C)cc1c32 (configuration not stated)	2	1	-1	15	2	-2	0
44	CCCNCc1cc(OC)c(OCc2ccccc2)cc1Br	-2	2	.	.	7	4	0
45	COc1ccc(-c2cnc3c(c2)C(=O)N([C@@H](C)CO)C[C@H](C)[C@H](CN(C)Cc2cccnc2)O3)cc1	3	2	1	15	-10	0[16.7 µM]	-1
46	CCNC(=O)CC1C(=O)N(c2ccc(F)cc2)C(=O)N1Cc1cccs1 (configuration not stated)	-1	4	.	.	4	-1	-1
47	COC(=O)Cc1ccc(OC(=O)CCS(=O)(=O)c2ccc(Cl)cc2)cc1	.	3	-1	-1	-3	.	0
48	COc1ccccc1Nc1nc(N)nc(CN2CCCCC2)n1	1	-4	-2	7	4	-7	0
49	CSc1nnc(-c2ccc(S(=O)(=O)N3CCCC3)cc2)n1C	0	0	-14	-4	-5	.	-1
50	Cc1ccc(NC(=O)CSCC(=O)N2CCCc3ccccc32)cc1	.	6	.	.	-2	.	-3
51	CCC(C)Sc1cccc(-c2nc3ccc(Cl)cn3c2NCc2ccccc2)c1 (configuration not stated)	0	.	4	-10	-13	.	.
52	COCCC1CCCCN1C(=O)c1cc(COc2ccc(C)nc2)on1 (configuration not stated)	-1	2	9	-14	0	-8	-3
53	CSc1cccc(NC(=O)COC(=O)C2(c3ccccc3)CC2)c1	0	5	4	4	27	-4	.
54	CCCSc1nc2cc(S(=O)(=O)N3CCOCC3)ccc2n1CC	0	-4	.	.	-9	4	0
55	CS(=O)(=O)Nc1ccc2c(c1)[C@H]1C[C@H](CC(=O)N3CCCCC3)O[C@H](CO)[C@H]1O2	0	.	-4	-1	.	-2[16.7 µM]	.
56	Cc1cc(C(=O)N2CCN(c3ccc([N+](=O)[O-])cc3)CC2)no1	.	.	-1	-13	-10	-8	.
57	CCN1C[C@@H]2[C@@H]3C(=O)N(C)C(=O)[C@@H]3[C@](Cc3ccccc3)(C1=O)N2C(=O)c1ccc(Cl)c(Cl)c1	1	2	-6	-6	5	-4	0
58	O=C(CNC(=O)c1ccc(Br)o1)Nc1ncccc1O	2	-3	2	11	7	-8	-3
59	COc1nc(N2CCCCCC2)nc(N2CCCCCC2)n1	4	.	-3	4	-6	0	.
60	COc1ccccc1NC(=O)c1sc(Cl)nc1C	-2	-1	-4	-8	-3	-2	-3

# The list goes on.
no.	Structure	Cneo AK release	ERp5 inh	esBAF inh	C2C12 statin	ARNT TACC3 PPI	miR-122 sensor	SIRT5 inh
61	O=C(NC1CCCCC1)N(CCO)Cc1cc2cc3c(cc2[nH]c1=O)OCCO3	0	.	3	4	-3	-5	.
62	CCOc1ccc(NC(=O)CN2CC(c3ccccc3)CC2=O)cc1 (configuration not stated)	0	1	4	-4	.	2	.
63	CC(=O)Nc1ccc(/C(C)=N/NC(=O)C2CC2c2ccccc2)cc1 (configuration not stated)	3	2	.	.	2	-4	0
64	CC1(c2ccccc2)NC(=O)N(CC(=O)N(c2ccccc2)C2CCS(=O)(=O)C2)C1=O (configuration not stated)	0	0	2	4	1	-2	-1
65	C[C@@H]1CN([C@@H](C)CO)C(=O)c2cc(NC(=O)Nc3ccccc3)ccc2O[C@@H](C)CCCCO[C@@H]1CN(C)C(=O)Nc1cccc2ccccc12	47	.	-12	.	-8	26[16.7 µM]	.
66	Fc1ccc(COc2ccc(-c3nnco3)cc2)c(Cl)c1	1	5	33	31	-3	-2	-3
67	COc1ccc(NS(=O)(=O)c2c(C)n(C)c(=O)n(C)c2=O)cc1	1	-3	-8	11	-5	-5	-2
68	Cc1cccc(N=C2NC(=O)CS2)c1	-1	.	-7	-5	-3	.	.
69	O=[N+]([O-])c1ccc(/C=N\NS(=O)(=O)c2ccc(F)cc2)o1	-2	1	-5	6	-5	-2	-1
70	C[C@@H]1CN([C@@H](C)CO)S(=O)(=O)c2ccc(C#Cc3ccccc3)cc2O[C@H]1CN(C)C	4	7	-5	-30	1	-5[16.7 µM]	-1
71	CC(C)NC(=O)CSc1nnc(C2CC2)n1-c1ccccc1	3	.	6	16	-1	-3	.
72	c1cc(-n2nnc3cnccc32)ccn1	0	-3	-2	-8	3	-4	-2
73	O=C(N/C(=C/c1cccc([N+](=O)[O-])c1)C(=O)N1CCOCC1)c1ccccc1Br	1	1	.	.	0	-7	0
74	Cc1[nH]c2ccccc2c1SCC(=O)N1CCCCC1	.	-19	.	.	1	.	-23
75	CNC(=O)C[C@H]1CC[C@H]2[C@@H](COc3ccc(NC(=O)NCc4ccccc4)cc3C(=O)N2C)O1	1	.	-4	-18	4	8[16.7 µM]	.
76	CCC(=O)Nc1ccc2c(c1)OC[C@H](C)N(C(=O)CC1CC1)C[C@H](C)[C@H](OC)CN(C)C2=O	36	-1	-13	-17	-3	15[16.7 µM]	5
77	O=C(COC(=O)c1cc(-c2cccnc2)nc2ccccc12)Nc1ccc(F)cc1F	-1	-6	1	12	-7	2	-1
78	CC(C)Oc1ccc(CNC(=S)N/N=C/c2ccc([N+](=O)[O-])cc2)cc1	-2	5	9	-21	3	13	0
79	Cc1cccc(OCCC(=O)Nc2ccc(Cl)cc2F)c1	2	-7	-6	-5	-16	-7	-4
80	N/C(=N\OC(=O)N1c2ccccc2Sc2ccccc21)c1ccccc1	1	-4	.	.	2	.	-2
81	Cc1ccc(S(=O)(=O)Nc2cc(C(F)(F)F)ccc2N2CCOCC2)cc1	-4	-8	3	-14	-8	6	0

# Part of the list above in a different format:
65. C[C@@H]1CN([C@@H](C)CO)C(=O)c2cc(NC(=O)Nc3ccccc3)ccc2O[C@@H](C)CCCCO[C@@H]1CN(C)C(=O)Nc1cccc2ccccc12
  Cneo AK release = 47; ERp5 inh = .; esBAF inh = -12; C2C12 statin = .; ARNT TACC3 PPI = -8; miR-122 sensor = 26[16.7 µM]; SIRT5 inh = .
66. Fc1ccc(COc2ccc(-c3nnco3)cc2)c(Cl)c1
  Cneo AK release = 1; ERp5 inh = 5; esBAF inh = 33; C2C12 statin = 31; ARNT TACC3 PPI = -3; miR-122 sensor = -2; SIRT5 inh = -3
67. COc1ccc(NS(=O)(=O)c2c(C)n(C)c(=O)n(C)c2=O)cc1
  Cneo AK release = 1; ERp5 inh = -3; esBAF inh = -8; C2C12 statin = 11; ARNT TACC3 PPI = -5; miR-122 sensor = -5; SIRT5 inh = -2
68. Cc1cccc(N=C2NC(=O)CS2)c1
  Cneo AK release = -1; ERp5 inh = .; esBAF inh = -7; C2C12 statin = -5; ARNT TACC3 PPI = -3; miR-122 sensor = .; SIRT5 inh = .
